Compound activity: PubChem BioAssay, The Scripps Research Institute Molecular Screening Center
MITF inh = human MITF inhibition, primary screen. O75030. AlphaScreen MITF homodimerization, bead proximity signal. inhibition, % at 2.6 µM. 650,000 compounds, 0.91% hits; in the data active = inhibition above about 50%;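 also: 0% = vehicle wells with protein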
TEAD-YAP inh = TEAD-YAP interaction inhibition | AID 1259422 | inhibition, % at 9.12 µM | HEK-TIYL cells, TEAD-Gal4/YAP UAS-luciferase luminescence | 640,000 compounds, 1.4% hits; in the data active = inhibition above about 32%;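 also: 0% = median of test compound wells and 100% = reference inhibitor wells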
GPR151 ag = activators of human GPR151. PathHunter beta-arrestin GPR151 cells, luminescence. activation, % at 11.2 µM. 650,000 compounds, 1% hits. AID 1508602; in the data active = activation above about 4.9%;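 also: 0% = median of compound wells and 100% = cells with positive control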
FBW7 act = activators of human E3 ligase FBW7 | 650,000 compounds, 0.13% hits | Q969H0 | AlphaScreen FBW7–phospho-cyclin E peptide binding, activator screen | normalized activity (activation), % at 26.1 µM; in the data active = normalized activity above about 1.9%;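 also: purified mutant Fbw7 with reduced substrate affinity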
Target sequence (Q969H0 whole entry, looked up): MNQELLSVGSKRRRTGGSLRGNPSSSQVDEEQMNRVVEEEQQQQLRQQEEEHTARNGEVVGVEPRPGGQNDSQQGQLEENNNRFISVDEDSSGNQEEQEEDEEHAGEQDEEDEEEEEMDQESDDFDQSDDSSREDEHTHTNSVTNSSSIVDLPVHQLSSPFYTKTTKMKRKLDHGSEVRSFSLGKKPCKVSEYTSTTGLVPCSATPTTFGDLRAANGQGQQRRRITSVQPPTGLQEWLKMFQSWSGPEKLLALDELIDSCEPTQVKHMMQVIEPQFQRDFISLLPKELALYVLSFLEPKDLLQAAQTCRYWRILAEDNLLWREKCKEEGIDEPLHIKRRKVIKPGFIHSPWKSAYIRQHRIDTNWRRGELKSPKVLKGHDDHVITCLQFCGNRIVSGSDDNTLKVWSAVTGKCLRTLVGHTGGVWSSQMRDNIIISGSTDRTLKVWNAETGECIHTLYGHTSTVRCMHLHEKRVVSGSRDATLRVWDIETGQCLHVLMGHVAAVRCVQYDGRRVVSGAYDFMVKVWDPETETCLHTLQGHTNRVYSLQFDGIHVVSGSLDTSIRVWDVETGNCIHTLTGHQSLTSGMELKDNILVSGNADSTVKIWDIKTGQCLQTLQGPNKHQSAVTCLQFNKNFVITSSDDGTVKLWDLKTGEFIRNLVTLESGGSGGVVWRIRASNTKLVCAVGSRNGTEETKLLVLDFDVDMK
The depositor's hits bear a star; & = joins results of further samples.

item | SMILES | MITF inh | TEAD-YAP inh
1 | COc1ccc(C2C(C(C)=O)=C(O)C(=O)N2CCCN2CCOCC2)cc1 (stereo not drawn) | 15 | 13
2 | CCOC(=O)c1oc2ccccc2c1NC(=O)COc1ccc(OCC)cc1 | 9 | -5
3 | CC(=O)C1C(=O)N(S(=O)(=O)c2ccc(Cl)cc2)CC1c1ccccc1 (stereo not drawn) | 4 | 0
4 | CCCCNc1ccccc1C(=O)OCC(=O)NC(N)=O | 8 | 2
5 | COc1ccc(CC(=O)OCC(=O)c2ccc(Cl)s2)cc1OC | 30 | 4
6 | C/C(=N\NC(=O)c1ccccc1)c1ccccc1C(=O)O | -12 | -50
7 | O=S(=O)(Nc1cccc2ccccc12)c1ccc(Cl)cc1 | 0 | 10
8 | COc1ccc(OC)c(/C=C/C(=O)OCC(=O)c2ccc3c(c2)OCCO3)c1 | 10 | 3
9 | CCOc1cc(/C=C2/C(=N)N3N=C(C(C)C)SC3=NC2=O)ccc1OCCOc1ccccc1 | 11 | 21
10 | CCCCOC(=O)C1=C(C)Nc2nnnn2C1c1cccc([N+](=O)[O-])c1 (stereo not drawn) | 6 | 11
11 | Cc1cc(C)n(/N=c2\sc(-c3ccccc3)cn2C2CC3C=CC2C3)c(=O)c1C#N (stereo not drawn) | 19 | -2
12 | CC(C)=CCN1CCC2(CCC(CNC(=O)c3c(C)noc3C)O2)CC1 (stereo not drawn) | 20 | 5

item | GPR151 ag | FBW7 act
1 | -0.8 | 0.8
2 | -0.5 | 1.4
3 | -0.7 | 0.0
4 | 1.8 | 0.3
5 | 4.3 | -0.1
6 | 0.3 | 0.0
7 | 1.7 | -0.2
8 | -0.3 | 0.0
9 | -0.3 | -0.1
10 | -0.8 | 0.0
11 | -0.6 | 0.2
12 | 0.0 | 0.0

Filtered by structure, those above with a halogen (3)
item | SMILES | MITF inh | TEAD-YAP inh
3 | CC(=O)C1C(=O)N(S(=O)(=O)c2ccc(Cl)cc2)CC1c1ccccc1 (stereo not drawn) | 4 | 0
5 | COc1ccc(CC(=O)OCC(=O)c2ccc(Cl)s2)cc1OC | 30 | 4
7 | O=S(=O)(Nc1cccc2ccccc12)c1ccc(Cl)cc1 | 0 | 10

item | GPR151 ag | FBW7 act
3 | -0.7 | 0.0
5 | 4.3 | -0.1
7 | 1.7 | -0.2

Further structures
item | SMILES | MITF inh | TEAD-YAP inh
13 | CC1(C)CC(=O)C2=C(C1)N1C(=C(C#N)C2c2cccs2)N=C(N)c2c1sc1c2CCCCC1 (stereo not drawn) | 2 | 11
14 | Cc1ncc2c(c1CNS(=O)(=O)Cc1ccccc1)CCN(C(=O)C1CC=CCC1)C2 (stereo not drawn) | 3 | -3
15 | CCOc1cc2c(cc1/C=C(/C#N)c1nc3ccc(OC)cc3[nH]1)OCO2 | 6 | 11
16 | CC1=C(C(=O)OCc2ccccc2)C(c2ccccc2Br)C2=C(CCCC2=O)N1 (stereo not drawn) | 11 | 7
17 | Fc1ccc(C2=NN3C(C2)c2ccccc2OC3c2ccccc2)cc1 (stereo not drawn) | 2 | -43
18 | S=C(NCCN1CCOCC1)NNC(=S)NCc1ccccc1 | 5 | 4
19 | CN(CCn1ccnc1)Cc1c(C(=O)N2CCc3ccccc3C2)nc2ccc(Cl)cn12 | 1 | -3
20 | Cc1nn(C(=O)CNS(=O)(=O)c2ccccc2)c(C)c1Sc1ccc(Cl)cc1 | -2 | -5
21 | O=C(CSc1nc2ccc(N3C(=O)c4ccccc4C3=O)cc2s1)NC1CCCCC1 | 10 | 8
22 | C[C@H](O)[C@H]1NC(=O)[C@H]2CN(C(=O)c3cc(F)ccc3F)CCN2C1=O | 10 | -7
23 | CCC/C=N/NC(=O)c1ccc(C(=O)N/N=C/CCC)cc1 | 3 | 3
24 | COc1cc(OC)cc(C(=O)NC(=S)Nc2ccc(Br)cn2)c1 | -5 | 0

item | GPR151 ag | FBW7 act
13 | 1.0 | -0.1
14 | 0.1 | 0.0
15 | 1.1 | 0.2
16 | -1.8 | 0.3
17 | -0.8 | -0.1
18 | 2.5 | -0.1
19 | -0.1 | 0.0
20 | -1.3 | -0.1
21 | -0.5 | 0.0
22 | 1.1 | 0.1
23 | 2.1 | 0.2
24 | -0.7 | 0.6

(continued)
item | SMILES | MITF inh | TEAD-YAP inh
25 | NC(=O)c1ccc(NC(=O)CN2CCN(S(=O)(=O)c3ccc(F)cc3)CC2)cc1 | 1 | 14
26 | O=C(CSc1nnnn1C1CCCCC1)Nc1nc2ccccc2s1 | 21 | -3
27 | CN(C)CCCNC(=O)C(=O)Nc1ccccc1 | 2 | -13
28 | O=C(CCc1nnc(CCc2c[nH]c3ccccc23)o1)NCC1(O)CCCCC1 | -2 | 12
29 | O=C1C=C(NNC(=O)c2ccc(O)cc2)CC(c2ccccc2)C1 (stereo not drawn) | 4 | 8
30 | COc1ccc(C)cc1S(=O)(=O)N(CC(=O)N1CCCCCC1)c1ccccc1 | 13 | -3
31 | COc1ccccc1NC(C)C(=O)N/N=C/c1cccs1 (stereo not drawn) | -11 | 0
32 | COc1cccc(C2C(N3C(=O)c4ccccc4C3=O)C(=O)N2c2ccc(Cl)cc2)c1 (stereo not drawn) | 0 | 4
33 | CC(C)CC(NC(=O)/C(=C/c1ccc(Cl)cc1)NC(=O)c1ccccc1)C(=O)O (stereo not drawn) | -3 | 5
34 | CCCCC(CC)C1OCC(CN2CCCCC2)O1 (stereo not drawn) | 3 | 7
35 | CCCN(CCC)C(=O)c1cc2c(=O)n3ccccc3nc2s1 | 9 | 1
36 | Cc1c(NC(=O)COC(=O)C23CC4CC(CC(O)(C4)C2)C3)c(=O)n(-c2ccccc2)n1C | 14 | 14

item | GPR151 ag | FBW7 act
25 | 1.6 | -0.1
26 | -0.3 | 0.2
27 | -1.4 | 0.3
28 | 1.4 | 0.2
29 | -1.4 | 0.0
30 | -1.9 | 0.1
31 | -1.2 | -0.1
32 | -1.6 | 0.8
33 | -0.3 | 0.1
34 | -1.0 | -0.1
35 | -0.2 | 0.0
36 | -0.2 | 0.2

The listing continues.
item | SMILES | MITF inh | TEAD-YAP inh
37 | CCN(CC)CCCN1C(=O)C(O)=C(C(=O)/C=C/c2ccco2)C1c1cccc(OC)c1 (stereo not drawn) | 30 | 12
38 | Cc1cc(C(=O)NCC2CCCN(S(=O)(=O)c3cc4ccccc4s3)C2)no1 (stereo not drawn) | -2 | 0
39 | Cc1ccsc1/C=N/NC(=O)c1ccccc1Cl | 5 | -52
40 | O=C(Cn1c(=O)oc2cc(Cl)ccc21)Nc1ccccn1 | 16 | 13
41 | Cn1cc(NC(=O)N2CCN(Cc3ccc4c(c3)OCO4)CC2)c2ccccc2c1=O | 2 | 1
42 | CC(C)C(C(=O)Nc1nc(-c2ccc(Br)cc2)cs1)N1C(=O)c2ccccc2C1=O (stereo not drawn) | -4 | -2
43 | COC(=O)Cn1c(CN2CC(C)CC(C)C2)nc2c1c(=O)n(C)c(=O)n2C (stereo not drawn) | 1 | 0
44 | Cc1ccc(-c2nc(C#N)c(NCc3ccccc3)o2)cc1 | 1 | -49
45 | Cc1c(CNCc2ccc(F)cc2)c(C(=O)O)c(C)n1Cc1ccccc1 | 1 | 0
46 | Cc1cc(C)cc(NC(=O)Nc2nnc(N(C)C3CCCCC3)s2)c1 | 3 | 5
47 | CC(=O)Nc1cccc(-c2cnc3cccc(N(C(C)=O)C(C)=O)c3c2)c1 | 11 | -31
48 | O=C(CCN1CCCCC1)c1ccc2c(c1)OCO2 | 2 | 4

item | GPR151 ag | FBW7 act
37 | -0.8 | 0.1
38 | 0.8 | -0.1
39 | -1.3 | -0.1
40 | -0.9 | -0.1
41 | -0.1 | 0.1
42 | -0.1 | -0.2
43 | 1.8 | 0.1
44 | 1.8 | -0.1
45 | -0.5 | 0.0
46 | 0.8 | 0.6
47 | -1.6 | -0.2
48 | -0.1 | 0.0

Next part
item | SMILES | MITF inh | TEAD-YAP inh
49 | CCCCCCSc1nc(-c2ccc(OC)cc2)cc(-c2ccccc2)c1C#N | 6 | 15
50 | O=C(Nc1cc(Cl)ccc1Cl)c1ccc([N+](=O)[O-])o1 | -10 | 16
51 | O=C(NCCO)/C(=C/c1ccc[nH]1)NC(=O)c1ccccc1 | 9 | 7
52 | Cc1ccc(CN2CCN3C(=O)[C@H](CO)NC(=O)[C@H]3C2)cc1F | 5 | -8
53 | CCOc1ccccc1OCCOc1cccc(C=O)c1 | 0 | -42
54 | CCOC(=O)C(=O)Nc1ccc(S(=O)(=O)Nc2ccc(OC)cc2)cc1 | 10 | 8
55 | Cc1ccccc1CS(=O)(=O)CC1Nc2ccc(C(=O)NCc3ccccc3)cc2NC1=O (stereo not drawn) | -10 | -5
56 | O=C(N[C@H](CO)[C@H](O)c1ccc([N+](=O)[O-])cc1)C(Cl)Cl | 10&-4 | 14
57 | NC(=O)c1ccc[n+](CC(=O)c2ccc(Cl)c(Cl)c2)c1 | 12 | 5
58 | COc1ccc(OC)c(NC(=O)c2cc3c(=O)n4cccc(C)c4nc3n2C)c1 | -15 | -4
59 | Cc1cc(OCC(N)=O)c2c(C)c(C)c(=O)oc2c1 | 15 | 19
60 | O=C(NCCN1CCOCC1)NC1(C(F)(F)F)Oc2ccccc2O1 | 2 | -9

item | GPR151 ag | FBW7 act
49 | 1.8 | 0.0
50 | -0.6 | 0.4
51 | 0.6 | 0.4
52 | 3.8 | -0.1
53 | 0.8 | 0.3
54 | 0.6 | 0.1
55 | 0.9 | 0.0
56 | -0.7&1.1 | 0.0&0.0
57 | 1.2 | 0.0
58 | -1.8 | 0.0
59 | 2.2 | 0.5
60 | 2.2 | -0.1

New compounds follow.
item | SMILES | MITF inh | TEAD-YAP inh
61 | CCCN(CCC)CCN1C(=O)C2C(C(=O)Nc3cccc(SC)c3)C3C=CC2(O3)C1C(=O)NC1CCCCC1 (stereo not drawn) | -2 | 8
62 | Cc1ccc(S(=O)(=O)C(CNC(=O)C(=O)Nc2ccc(F)cc2)c2ccco2)cc1 (stereo not drawn) | 7 | -9
63 | CC(C)n1c(-c2ccc(C(=O)NC3CC3)cc2)nc2c(NCCN3CCOCC3)ncnc21 | 4 | 2
64 | COc1ccc(N(CC(=O)NCCSC(C)(C)C)S(C)(=O)=O)c(OC)c1 | 17 | 6
65 | CCC(C)NC(=O)CS(=O)(=O)Cc1nc(-c2ccccc2C)oc1C (stereo not drawn) | 8 | -1
66 | Cc1c(Cl)cccc1NC(=O)COC(=O)CN1C(=O)NC(C)(C)C1=O | -28 | 15
67 | CCC(C)(C)NC(=O)CN(C(=O)CCC(=O)Nc1ccccn1)c1cccc(F)c1 | 7 | 9
68 | CCN(CC)C(=O)CC1(c2cccc(OC)c2)CC(=O)N(C)C1=O (stereo not drawn) | -14 | 4
69 | O=C(Nc1ccc2nn(-c3cccc4ccccc34)nc2c1)c1cc2ccccc2o1 | 10 | -16
70 | CCN1C(=O)/C(=C/c2c(N3CCCCC3)nc3ccc(C)cn3c2=O)SC1=S | 20 | 12
71 | Cn1c2c(c(=O)n(C)c1=O)CN(CCOc1cccc(C(F)(F)F)c1)CN2 | 9 | -3
72 | COc1ccc(S(=O)(=O)N2CCN(CCNC(=O)c3ccc(Cl)cc3)CC2)cc1 | -2 | 15

item | GPR151 ag | FBW7 act
61 | 0.8 | -0.1
62 | 4.6 | -0.2
63 | 4.1 | -0.1
64 | -1.0 | 0.4
65 | 0.2 | 0.2
66 | 0.0 | 0.0
67 | -0.9 | 0.0
68 | -0.6 | 0.1
69 | 1.0 | 0.3
70 | -0.3 | 0.5
71 | 2.4 | 0.2
72 | 0.9 | 0.3

Continued:
item | SMILES | MITF inh | TEAD-YAP inh
73 | CC(C)c1ccc(NC(=O)c2ccc(F)c(S(=O)(=O)N3CCCCC3)c2)cc1 | 27 | 1
74 | CC(=O)c1ccc(S(=O)(=O)N(C)CCOc2ccccc2Cl)cc1 | -4 | -37
75 | Cc1ccc(C(=O)Nc2sc3c(c2C(N)=O)CCN(Cc2ccccc2)C3)cc1 | 0 | 8
76 | COc1ccc(NC(=O)c2ccc(N3CC4CC(C3)c3cccc(=O)n3C4)c([N+](=O)[O-])c2)cc1Cl (stereo not drawn) | 0 | -6
77 | CCSc1nnc(NC(=O)C(CC)SCC(=O)OC)s1 (stereo not drawn) | -4 | 3
78 | COC(=O)C1=CN(Cc2ccc(OC)cc2)C=C(C(=O)OC)C1c1ccccc1OC | -5 | -6
79 | Cn1nc(C(=O)Oc2ccccc2)c2ccccc2c1=O | 17 | -8
80 | Cc1cc(C(=O)Nc2nncs2)c(C)o1 | 5 | -9
81 | c1ccc(-c2nc(NCCCN3CCOCC3)c3ccccc3n2)cc1 | 7 | -4
82 | CC(=O)Nc1ccc(NC(=O)C2CC2)cc1 | 0 | -1
83 | CC1CC(C)CN(C(=O)CNCc2ccco2)C1 (stereo not drawn) | -2 | 17
84 | Cc1cccc(CN2CCC(N3CCC(C(=O)N4CCCCCCC4)CC3)CC2)n1 | -17 | 5

item | GPR151 ag | FBW7 act
73 | -0.3 | 0.1
74 | 0.3 | -0.2
75 | 2.2 | -0.1
76 | -0.8 | -0.1
77 | 3.2 | 0.0
78 | -0.9 | 0.4
79 | 0.0 | 0.1
80 | -2.9 | 0.8
81 | -0.6 | -0.1
82 | 1.8 | -0.2
83 | 1.0 | -0.4
84 | -1.4 | 0.0
